Source: PubChem (Fisher Drug Discovery Resource Center)
NPYLR7 ag = activates Aedes aegypti NPYLR7 receptor; HEK293T NPYLR7/Galpha15, GCaMP6s calcium fluorescence; activation, % at 10 µM; hit rate 0.15% among 270,000; AID 1259423; in the data active = activation above about 40%;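 note: 0% = vehicle and 100% = reference agonist at the receptor; some compounds past the cut are filed as inactive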
hcGAS inh = blocks human cGAS activity. recombinant h-cGAS, ATP depletion, Kinase-Glo luminescence. inhibition, % at 12.5 µM. hit rate 0.081% among 290,000;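 note: 0% = vehicle reaction and 100% = reaction without DNA for no activity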
Target sequence (Q8N884 whole entry, looked up): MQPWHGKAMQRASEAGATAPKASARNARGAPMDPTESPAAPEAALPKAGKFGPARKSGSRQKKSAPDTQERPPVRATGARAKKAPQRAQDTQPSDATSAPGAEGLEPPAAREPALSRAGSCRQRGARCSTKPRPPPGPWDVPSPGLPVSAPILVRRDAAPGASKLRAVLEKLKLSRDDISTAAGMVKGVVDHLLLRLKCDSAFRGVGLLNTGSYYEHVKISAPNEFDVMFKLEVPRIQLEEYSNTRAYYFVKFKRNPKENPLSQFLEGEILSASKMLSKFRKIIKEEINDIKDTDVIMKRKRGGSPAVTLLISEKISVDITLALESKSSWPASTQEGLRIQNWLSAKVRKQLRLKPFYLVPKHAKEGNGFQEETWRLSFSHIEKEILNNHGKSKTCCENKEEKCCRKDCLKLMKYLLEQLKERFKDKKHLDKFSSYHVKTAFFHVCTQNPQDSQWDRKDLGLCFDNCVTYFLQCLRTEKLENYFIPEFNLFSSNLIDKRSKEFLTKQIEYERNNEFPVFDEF
mcGAS inh = blocks mouse cGAS activity; recombinant cGAS, Kinase-Glo ATP depletion luminescence; inhibition, % at 12.5 µM; hit rate 0.15% among 160,000; AID 1259399;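 note: 0% = negative control wells and 100% = reference inhibitor with no enzyme activity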
Starred values were filed as active, the others as inactive; / = no result given; & = joins results of further samples. Cut-off read from the data, not from the text of the source, unless noted: active = inhibition above about 40%; inactive = the rest.

SMILES	NPYLR7 ag	hcGAS inh	mcGAS inh
COc1ccc2c(c1)C1(NCCS1)C(=O)N2Cc1cccc(C#N)c1 (configuration not stated)	35	-4	/
CCC(C)COC(=O)C(C#N)c1nc2ccccc2nc1N1CCCCC1 (configuration not stated)	-10	2	-2
O=C(Nc1nccs1)c1cc(-c2ccccc2)n(C2CCS(=O)(=O)C2)n1 (configuration not stated)	1	-8	-6
O=C(O)Cc1ccc(O)c(O)c1	-5	-6	-5
COc1nc2cn(C3CCCC3)c(O)c2cc1CNC(=O)c1ccncc1F	-2	-2	/
CC(Cl)C(=O)N1CCC2(CC1)NC(=O)c1cc(Br)ccc1N2 (configuration not stated)	-16	-3	-3
Cc1ccc(CC(=O)N=c2sc3cc4c(cc3n2C)OCO4)cc1C	3	-5	-8
COc1ccc(-c2nn(-c3ccccc3C)c(OC(C)=O)c2-c2ccc(N)cc2)cc1	-7	10	/
C/C=C1\[C@H]2C=C(C)C[C@]1(N)c1ccc(=O)[nH]c1C2	/	-7	-3
CCOC(=O)N1CCN(C(c2ccc(OC)c(OC)c2)c2c(O)cc(C)n(CC)c2=O)CC1 (configuration not stated)	4	-3	/
Cn1c(N)c(C(=O)CSc2nnc3c(n2)[nH]c2ccccc23)c(=O)n(C)c1=O	6	-3	/
Cc1ccc(C)c(Nc2nc(NCCN3CCOCC3)nc3nccnc23)c1	7	-5	/
Cc1nnc(SC(C)C(=O)NC(N)=O)n1C1CCCCC1 (configuration not stated)	1	3	/
CC(c1ccncn1)N(C)Cc1c(C(=O)N2CCCCCCC2)nc2sccn12 (configuration not stated)	15	-10	/
Cn1c2c(c(=O)n(C)c1=O)C(c1ccc(F)cc1F)C1=C(N2)c2ccccc2C1=O (configuration not stated)	1	-7	/
Cc1cccnc1CN1CCN(C(=O)c2cn(CCC3CCCCC3)nn2)CC1	6	-10	/
COCCc1noc(C2CCCN(C(=O)c3cnn4c3CCCC4)C2)n1 (configuration not stated)	4	-1	/
O=C(c1ccc(Cn2cc(Br)cn2)o1)n1cccn1	2	1	/
COC[C@H](Cc1ccccc1)NC(=O)CNC(=O)c1ccc(SC)cc1	0	3	5
COc1ccc(NC(=O)CCN(CCCN2CCOCC2)c2nc(-c3ccco3)nc3ccccc23)cc1	14	-4	-3
COc1ccc(CC(=O)N2CCOC(COCc3cccc(C)c3)C2)cc1 (configuration not stated)	-8	-4	-6
Cc1ccc(OS(=O)(=O)c2ccc(N3C(=O)CCC3=O)cc2)cc1	2	-3	/
CCCCN(CC(=O)N1c2ccccc2-n2cccc2C1c1ccc(OC)cc1)C(=O)c1cc(Cl)cc(Cl)c1 (configuration not stated)	14	-4	-4
Cc1nn(C)c(C)c1CN(C(=O)c1ccc2nc(C3CCCCC3)oc2c1)C1CC1	5	-8	-7
COCC(=O)Nc1cc(-c2nc3ccc(Br)cc3[nH]2)ccc1Cl	11	-5	/

A second format for four compounds above.
smiles: O=C(O)Cc1ccc(O)c(O)c1
  NPYLR7 ag = -5
  hcGAS inh = -6
  mcGAS inh = -5
smiles: Cc1cccnc1CN1CCN(C(=O)c2cn(CCC3CCCCC3)nn2)CC1
  NPYLR7 ag = 6
  hcGAS inh = -10
  mcGAS inh = /
smiles: COCC(=O)Nc1cc(-c2nc3ccc(Br)cc3[nH]2)ccc1Cl
  NPYLR7 ag = 11
  hcGAS inh = -5
  mcGAS inh = /
smiles: COc1nc2cn(C3CCCC3)c(O)c2cc1CNC(=O)c1ccncc1F
  NPYLR7 ag = -2
  hcGAS inh = -2
  mcGAS inh = /

Part of the list above, reduced to NPYLR7 ag and mcGAS inh.
SMILES | NPYLR7 ag | mcGAS inh
CC(Cl)C(=O)N1CCC2(CC1)NC(=O)c1cc(Br)ccc1N2 (configuration not stated) | -16 | -3
Cc1ccc(CC(=O)N=c2sc3cc4c(cc3n2C)OCO4)cc1C | 3 | -8

Next compounds follow.
SMILES	NPYLR7 ag	hcGAS inh	mcGAS inh
O=C(Nc1cccc(-c2ccc(F)cc2)c1)C1CCCN(Cc2cccnc2)C1 (configuration not stated)	9	-11	/
COc1ccccc1NC(=O)c1cc(-c2ccccc2)nc2ccc(C)cc12	3	-7	-7
O=C(NCCCCCC(=O)N1CCC(c2ccccc2)CC1)OCc1ccccc1	24	-5	-4
c1ccc(-n2cnnc2SCc2nc3ccccc3o2)cc1	2	2	/
O=C(NC(c1ccc(F)cc1)c1ccc2ccccc2n1)C1CCN(Cc2cccc(C(F)(F)F)c2)CC1 (configuration not stated)	5	-7	-4
CCCCSCC(=O)NC12CC3CC(CC(C3)C1)C2	0	2	0
CCOCCCNC(=O)c1cc(NC(=O)Nc2ccccc2Br)ccc1N1CCCC1	-6	0	1
CCOC(=O)C1=C(C)N=c2s/c(=C\c3cccc(OC)c3)c(=O)n2C1c1ccc2c(c1)OCO2 (configuration not stated)	0	-2	-4
Oc1cc(-c2csc3ccccc23)cc2c1OCCN(Cc1cscn1)C2	/	-9	-12
Oc1ccc(Cl)cc1CN1CCCn2cccc2C1c1ccccc1C(F)(F)F (configuration not stated)	21	-5	-1
Cc1n[nH]c(C)c1NC(=O)Cn1cc(S(=O)(=O)N2CCCC2)ccc1=O	-2	5	/
CC(C(=O)NC1CCOc2ccccc21)N1CCN(c2ccccc2F)CC1 (configuration not stated)	-2	1	/
CNc1cc(-c2cccc(C)c2)ncn1	2	-9	/
CS(=O)c1nc(-c2ccccc2)cc(C(F)(F)F)n1 (configuration not stated)	10	-7	/
c1ccc(-c2ccc3c(c2)OCO3)c(CN2CCNCC2)c1	12	-5	-7
CC(c1cccnc1)N(C)C(=O)NC1CCCN(C2CCCCC2)C1 (configuration not stated)	7	-8	-6
Cc1ccc(C2SCCN2C(=O)Nc2c(Cl)cccc2Cl)c(C)c1 (configuration not stated)	16	-2	-5
Cc1cc(C)n2ncc(CN(C)Cc3nncn3C(C)C)c2n1	-2	-3	/
O=C1COc2cc(C(=O)N3CCN(CC(F)(F)F)CC3)ccc2N1	6	-12	/
Cc1csc(SCc2cc(=O)c(OC(=O)c3ccc4ccccc4c3)co2)n1	-1	-7	1
CC(C)(C)OC(=O)Nc1ccc(C(F)(F)F)cc1C(=O)N1CCC1	1	1	/
CCOCCCNC(=O)c1cc(NC(=O)c2ccc(Cl)c(Cl)c2)ccc1N1CCC(C)CC1	15	1	-3
O=C(CSc1nnc(C23CC4CC(CC(C4)C2)C3)o1)N1CCCC1	-3	1	/
CS(=O)(=O)Nc1ccc(/C=C/c2ccccc2)cn1	17	-4	/
O=C(CCN1CCOC(c2cccc(Br)c2)C1)NC1CC1 (configuration not stated)	-7	-8	-17

New compounds follow
SMILES	NPYLR7 ag	hcGAS inh	mcGAS inh
CCOC(=O)Cn1cnc2c(nnn2CC)c1=O	0	-6	/
CC(C)CC1c2[nH]c3ccccc3c2CCN1C(=O)c1cnccn1 (configuration not stated)	0	-6	-3
Cc1ncnc(N2CCCC(O)(CN(C)C)C2)c1C (configuration not stated)	/	-16	-7
c1ccc(Nc2nncs2)cc1	7	-3	/
O=C(CNc1cccc2ccccc12)NCCC1=CCCCC1	-2	-4	/
Cc1ccccc1C(=O)N[C@@H]1CCCCC1NC(=O)C1CCN(S(=O)(=O)c2ccc(F)cc2)CC1 (some centres not stated)	/	-4	-9
COc1ccc(CS(=O)Cc2csc(C3CCCCC3)n2)cc1F (configuration not stated)	5	-9	/
CN1CCCC1CCn1nc(C2CCNCC2)n(-c2ccccc2)c1=O (configuration not stated)	4	-2	-2
CC(=O)Nc1ccc2nc(-c3nccn3CC(C)(C)CO)ccc2c1	-8	-4	/
O=C(Nc1ccnn1Cc1ccc(Cl)cc1)C1CCS(=O)(=O)C1 (configuration not stated)	0	4	/
Cc1nc2ccc(C(=O)NCCc3c[nH]c4ccccc34)cn2c1N(C)C(=O)CCc1ccccc1	8	-4	-3
CCCCOc1ccc(C(=O)N2CCCC(C(=O)NC3CCCC[C@H]3NC(=O)c3ccc(F)cc3)C2)cc1 (some centres not stated)	28	-6	-8
O=C1CNC(=S)N1c1ccc(OC(F)(F)F)cc1	6	2	/
COc1ccc(Cc2noc(CN(C)C3CC(C)(C)NC(C)(C)C3)n2)cc1OC	4	-12	-15
NC(Cc1ccc(F)cc1)c1csc(Nc2ccc(C(F)(F)F)cn2)n1 (configuration not stated)	-3	-5	/
CCC(C(=O)Nc1ccc(-c2cn3nc(OC)ccc3n2)cc1)c1ccccc1 (configuration not stated)	-8	-5	-9
CC(C#N)OC(=O)c1cc(S(N)(=O)=O)ccc1Br (configuration not stated)	-3	-3	/
C#CCN(CC=C)Cc1nc(-c2ccc(F)c(OC)c2)oc1C	0&1	-5&-4	/
Cc1ccc(C(=O)Nc2c3c(nn2-c2ccccc2C)CSC3)cc1C	1	-6	/
O=C(NCCc1cnn(-c2ccccc2)c1)c1cccc2ccnn12	0	-7	/
COc1ccc(S(=O)(=O)N(Cc2csc(COc3ccccc3C)n2)C(C)C)cc1	-7	-7	-11
CC(C(=O)Nc1cc(C(F)(F)F)ccc1Cl)N1CCOCC1 (configuration not stated)	0	-1	/
COc1cccc(C(=O)N2CC(C)(C)SC23C(=O)N(Cc2ccccc2Cl)c2ccccc23)c1 (configuration not stated)	3	-9	-7
O=C(Cn1ncc(=O)c2ccccc21)NCc1ccc(Cl)cc1	-1	-7	-8
CN1CCC(C(=O)NC2(C(=O)O)CCCCC2)CC1=O (configuration not stated)	2	-9	/

Continued:
SMILES	NPYLR7 ag	hcGAS inh	mcGAS inh
Cc1ccc(CSc2cc(C)[nH]c(=O)n2)cc1	0	-5	-7
CN(Cc1ncc[nH]1)c1nccc(N2CCC(O)C2)n1 (configuration not stated)	4	-5	/
COc1cc2c(cc1OC)CN(c1nc(C)ns1)CC2	1	-6	/
CCC(C)NC(=O)c1nn(-c2ccc(C)c(Cl)c2)c(=O)n(Cc2cccc(F)c2)c1=O (configuration not stated)	17	-5	-7
COCCCNC(=O)C(NC(=O)c1ccccc1)C1CCN(S(=O)(=O)C(C)C)CC1 (configuration not stated)	5	-6	-6
CCC(CC)C(=O)N(C)c1c(C)nc2c(OCCOc3ccc(F)cc3)cccn12	-1	-2	-2
CCCC(NC(=O)C(C)NC(=O)C1CCOCC1)C1CCCCC1 (configuration not stated)	2	0	-6
CCc1c(C)nc(-n2nc(C)cc2NC(=O)c2cccc(OC)c2)[nH]c1=O	6	-13	-8
Cc1ccccc1Cn1ccc([N+](=O)[O-])n1	2	8	1
CS(=O)c1cccc(NS(=O)(=O)c2cccc(F)c2C#N)c1 (configuration not stated)	5	-16	/
O=S(=O)(NCc1ccco1)c1ccc(Br)cc1	4	1	/
C=CCN(C(=O)c1ccc2c(c1)no[n+]2[O-])C(C)C	-1	-1	/
Cc1nn(C)c2nc(-c3cccs3)cc(C(=O)N3CC(C(N)=O)CCC3C)c12 (configuration not stated)	14	-2	/
CCSc1nnc(Cn2c(=O)sc3ccccc32)n1C	6	-3	/
COc1cc2c(cc1OC)CN(c1cc(C(=O)NC(C)c3ccc(Br)cc3)c3ccccc3n1)CC2 (configuration not stated)	5	-1	-5
CCCN(CC1CC1)CC1(O)CCCC1	16	-12	/
O=C(Nc1ccccc1)N1CC[C@@H](c2ccc3c(c2)OCO3)[C@H](O)C1	2	-3	/
COc1ccc(NC(=O)Nc2ccc3nc([C@@H]4O[C@H](CO)[C@@H](O)[C@H](O)[C@H]4O)[nH]c3c2)cc1OC1CCCC1	9	-3	-5
COC(=O)CC(=O)N1CCN(CC(OCc2ccc(C#N)cc2)c2cccc(OC)c2)CC1 (configuration not stated)	/	-3	-7
CN(c1cc(C(=O)NCCCn2ccnc2)c2ccccc2n1)C1CCCCC1	24	-6	-9
COCC(=O)N1C[C@H]2CNC[C@@]2(C(=O)N(C)Cc2cnc3ccccn23)C1	9	-14	/
CCNC(=O)C1(C)CCN1C(=O)c1cc(C)n(C)n1 (configuration not stated)	6	-6	/
CCC(C)NC(=O)C(C)n1c(=O)n(-c2cccc(OC)c2)c(=O)c2ccc(Cl)cc21 (configuration not stated)	26	-1	-9
COc1ccc2c(c1)C(=O)CC(c1ccccc1F)O2 (configuration not stated)	-5	-1	/
CCC(C(=O)NC(C)c1nnc(SCc2ccc(F)cc2)n1-c1ccc(C)cc1)c1ccccc1 (configuration not stated)	5	4	-2

Later entries
SMILES	NPYLR7 ag	hcGAS inh	mcGAS inh
Cc1c(C(=O)NCC(C)N(C)c2ccccc2)oc2c1C(=O)CCC2 (configuration not stated)	2	-12	-6
Brc1cnc(Sc2n[nH]c(-c3ccncc3)n2)nc1	10	-9	/
COc1cc(-c2cc3c(cn2)nc(NCc2ccccc2)n3C)cc(OC)c1OC	11	-4	-8
Cc1cccc2nc(C(=O)Nc3cnc4n3CCCC4)c(F)n12	-1	-5	-9
COc1cccc(C(=O)CSc2nnc(NC(C)=O)s2)c1	1	-4	-2
CCOC(=O)CC1COCCN1C(=O)c1cc(COc2ccccc2SC)on1 (configuration not stated)	6&-4	-8&8	/

4 entries already listed, arranged by number of heavy atoms, rising.
SMILES	NPYLR7 ag	hcGAS inh	mcGAS inh
CN1CCCC1CCn1nc(C2CCNCC2)n(-c2ccccc2)c1=O (configuration not stated)	4	-2	-2
Cc1ccc(C)c(Nc2nc(NCCN3CCOCC3)nc3nccnc23)c1	7	-5	/
COc1cc(-c2cc3c(cn2)nc(NCc2ccccc2)n3C)cc(OC)c1OC	11	-4	-8
Cc1nc2ccc(C(=O)NCCc3c[nH]c4ccccc34)cn2c1N(C)C(=O)CCc1ccccc1	8	-4	-3
